AID2073 = inhibitors of Mint1-CaV2.2 protein interaction, biochemical, HTRF (AID 2073); Voltage-dependent N-type calcium channel subunit alpha-1B (Homo sapiens); HTRF protein-protein interaction, Mint1-CaV2.2; higher % means a stronger effect; inhibition, % at 20 µM; hits with a dose series show IC50 in µM; 0.19% of 290,000 active; in the data active means inhibition mostly above about 51%, no sharp cut-off; inconclusive means no clear call, values can overlap the other calls; inactive means mostly below about 53%; further: some results filed as inactive read as strong as hits
XIAP displacement = XIAP antagonists, biochemical, IAP family, fluorescence polarization (AID 1018); E3 ubiquitin-protein ligase XIAP (Homo sapiens); XIAP BIR domain, fluorescence polarization peptide displacement; higher % means a stronger effect; displacement, % at 20 µM; hits with a dose series show IC50 in µM; 0.007% of 200,000 active; in the data active means displacement above about 50%; further: a part of the inactive calls stands beside numbers as strong as those of hits
NS5 inhibitors = Dengue-2 NS5 methyltransferase inhibitors, primary screen, biochemical, confirmation dose response (AID 588689); inhibition, % at 25 µM; hits with a dose series show IC50 in µM; Dengue-2 NS5 methyltransferase capping enzyme assay, biochemical; higher % means a stronger effect; 0.3% of 340,000 active; Genome polyprotein (Dengue virus type 2 (strain 16681-PDK53)); in the data active means a potency from the dose series; inconclusive means inhibition above about 29% without an active follow-up result
LYP inhibition = inhibitors of LYP phosphatase, biochemical, fluorescence intensity, uHTS (AID 1779) | recombinant LYP phosphatase, fluorescence intensity; higher % means a stronger effect | 0.054% of 290,000 active | inhibition, % at 11.5 µM; hits with a dose series show IC50 in µM | Tyrosine-protein phosphatase non-receptor type 22 (Homo sapiens);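 further: plate controls were vehicle with enzyme for no effect and no enzyme for full effect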
Siah-1 displacement = Siah-1 peptide-binding antagonists, primary screen, biochemical, fluorescence polarization, rhodamine-plectin, uHTS (AID 1817); displacement, % at 20 µM, or IC50 in µM where a hit was titrated; 0.02% of 290,000 active; Siah-1 / rhodamine-plectin peptide fluorescence polarization; higher % means a stronger effect;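 active means displacement of at least 50% at 20 µM, with a fluorescence ratio check between 0.3 and a set limit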;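 further: plate controls were Siah plus tracer with DMSO for no effect and tracer alone without Siah for full effect; strong numbers were not always called active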
HEK293 NOD2/NF-kB = NOD2 signaling inhibitors, cell-based, luminescence, uHTS, HEK293 (AID 1566); HEK293 NOD2/NF-kB luciferase reporter, luminescence; higher % means a stronger effect; one-dose inhibition, % at 4 µM; EC50 in µM for titrated hits; 0.63% of 290,000 active; further: many of its hits are not listed in these tables
Hep lipid drop = inhibitors of hepatocyte lipid droplet formation, primary screen, imaging, high-throughput imaging, BODIPY stain | AML12 mouse hepatocytes, oleate lipid droplets | inhibition, % at 6.5 µM | 0.4% of 240,000 active;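 active means lipid droplet intensity inhibited by at least 50%, with more than 500 cells counted; inconclusive means wells with under 300 cells, treated as cytotoxic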
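Test system: AML12 hepatocytes (mouse); reagent: oleate loading, 100 µM; dosing: one dose, 6.5 µM compound; incubation: overnight exposure; signal: fluorescence imaging, 20x objective, two fields per well; read-out basis: % inhibition of corrected integrated BODIPY droplet signal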
Myeloid diff 2 = induction of myeloid progenitor differentiation, primary screen, cell-based, flow cytometry, MLPCN library | ER-HoxA9 myeloid progenitors, lysozyme-GFP differentiation | calls only at 10 µM | 1% of 360,000 active;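 active means normalized GFP-positive differentiation at or above the plate's own cutoff, the solvent-only control mean plus 3 SD; inconclusive means no clear call, values can overlap the other calls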;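 further: cells exposed to compound for four days before flow analysis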
HIV fusion peptide = inhibitors of HIV fusion peptide binding, primary screen, biochemical, uHTS, fluorescence dequenching (AID 1986); cell-free peptide binding, fluorescence dequenching, 30 min; higher % means a stronger effect; inhibition, % at 20 µM, or IC50 in µM where a hit was titrated; 0.3% of 290,000 active; in the data active means inhibition mostly above about 52%, no sharp cut-off; inactive means mostly below about 76%; further: some results filed as inactive read as strong as hits
Hep lipid drop cells 6.5 µM = also measured in Hep lipid drop; calls as there; cell count; measured here: cell count, cytotoxicity flag;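 cells counted across two imaged fields per well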
Myeloid diff 2 GFP+ MAC1+ % = recorded beside Myeloid diff 2, whose call it bears; GFP+ MAC1+ double positive, %; measured here: differentiation confirmed by MAC1 staining
* = called active by the depositor; i = inactive; ? = inconclusive; / = no result given; + = active, no number. Unless noted, no stated cut-off is given here; in the data, active means inhibition above about 50%; inactive means the rest. These rows are one share of the data. The share of hits here may be higher or lower than overall.

Each structure is followed by: LYP inhibition	Myeloid diff 2	Myeloid diff 2 GFP+ MAC1+ %	HIV fusion peptide	XIAP displacement	Siah-1 displacement	AID2073	HEK293 NOD2/NF-kB	Hep lipid drop cells 6.5 µM	Hep lipid drop	NS5 inhibitors
CCOC(=O)c1cc(-c2ccccc2)n(CCC(=O)N2CCN(c3ccccc3OC)CC2)c1C
  -3%	i	1.1	-1.5%	1.3%	-4%	-11%	4%	595	24	-6%
O=S(=O)(c1ccc(S(=O)(=O)N2CCCC3(CCCCC3)C2)cc1)N1CCCCC1
  -12%	i	3.4	-4.2%	-6.0%	-1%	-2%	4%	/	/	3%
COc1ccc(C2CC(=O)Nc3cc(C)c(C)cc32)c(OC)c1OC (configuration not stated)
  0%	i	1.5	3.7%	-3.7%	1%	-3%	21%	/	/	/
CCOc1ccc(N(CC(=O)NCCc2ccccc2)C(=O)c2csnn2)cc1
  -10%	i	0.6	-1.4%	/	-5%	17%	-6%	841	-48	-6%
CCCC[n+]1ccn(C2=C([O-])c3ccccc3C(=O)/C2=N\S(=O)(=O)c2ccccc2)c1
  6%	i	0.7	-1.3%	-0.6%	1%	-12%	22%	/	/	2%
O=C(O)c1cccc(-n2c(-c3cnccn3)n[nH]c2=S)c1
  -7%	i	0.2	-0.8%	-12%	-5%	4%	11%	638	3	3%
CS(=O)(=O)N1CCN=C1SCc1cccc(F)c1
  -8%	i	4.9	-0.6%	/	-1%	3%	-3%	703	8	-12%
CCC(=O)Nc1c2c(nn1-c1ccccc1C)CSC2
  -4%	i	1.0	0.9%	-2.0%	1%	45%	13%	764	3	-2%
COC(=O)CSc1nc2nc(C)cc(C)n2n1
  0%	i	0.8	0.7%	0.9%	12%	-6%	8%	635	-4	-4%
COc1ccc(C(=O)Nc2ccc(-n3nncc3C(C)(C)C)cc2)cc1
  -2%	i	0.8	2.7%	-0.3%	10%	-4%	0%	695	16	2%
COC(=O)/C=C1/N/C(=N\c2nc(C)cc(C)n2)N(c2ccccc2)C1=O
  -4%	i	0.6	2.6%	-4.0%	0%	23%	-7%	696	8	-10%
CCCN=C(Nc1ccc(Cl)cc1)c1cccnc1
  -6%	i	0.7	3.4%	-1.8%	-4%	16%	11%	/	/	5%
CCC(CC)NC(=O)CSc1nnc(-c2c[nH]c3ccccc23)o1
  -3%	i	0.2	-1.8%	-4.4%	8%	6%	0%	713	0	-6%
Cc1ccc(N2CC(=O)N(c3ccc(C)cc3)CC2=O)cc1
  -7%	i	0.5	-0.7%	/	13%	-8%	1%	711	-2	2%
O=C(c1cc(-c2ccco2)nn1-c1cccc(Cl)c1)N1CCCCC1
  12%	i	0.8	15%	-0.8%	17%	66%	12%	621	-10	-1%
COCCCNCCCOc1ccc(C)cc1Br
  -2%	+	2.0*	4.0%	-15%	-7%	6%	-5%	631	10	-5%
Cc1cc(N=CC2=C(O)CCCC2=O)no1
  -9%	i	0.5	1.9%	-6.2%	3%	0%	-8%	/	/	-1%
CC(C)(C)C1CCC(OCC(O)CN2CCCC2)CC1 (configuration not stated)
  -6%	i	0.2	0.1%	-7.1%	0%	-2%	3%	365	-1	-10%
CCOC(=O)C1CCCN(c2c(Nc3cccc(C)c3)c(=O)c2=O)C1 (configuration not stated)
  2%	i	2.0	-0.2%	-0.9%	2%	-3%	-1%	/	/	1%
CC1(C)Cc2nc3sc4c(=O)[nH]cnc4c3cc2CS1
  -2%	i	1.2	6.5%	-1.6%	2%	13%	-11%	757	-4	6%

A draw from above in order of formula weight, high to low.
Each structure is followed by: LYP inhibition	Myeloid diff 2	Myeloid diff 2 GFP+ MAC1+ %	HIV fusion peptide	XIAP displacement	Siah-1 displacement	AID2073	HEK293 NOD2/NF-kB	Hep lipid drop cells 6.5 µM	Hep lipid drop	NS5 inhibitors
CCC(CC)NC(=O)CSc1nnc(-c2c[nH]c3ccccc23)o1
  -3%	i	0.2	-1.8%	-4.4%	8%	6%	0%	713	0	-6%
CC(C)(C)C1CCC(OCC(O)CN2CCCC2)CC1 (configuration not stated)
  -6%	i	0.2	0.1%	-7.1%	0%	-2%	3%	365	-1	-10%
Cc1cc(N=CC2=C(O)CCCC2=O)no1
  -9%	i	0.5	1.9%	-6.2%	3%	0%	-8%	/	/	-1%

Next records follow:
Each structure is followed by: LYP inhibition	Myeloid diff 2	Myeloid diff 2 GFP+ MAC1+ %	HIV fusion peptide	XIAP displacement	Siah-1 displacement	AID2073	HEK293 NOD2/NF-kB	Hep lipid drop cells 6.5 µM	Hep lipid drop	NS5 inhibitors
O=C(NC1CCCC1)C1CC1c1ccccc1 (configuration not stated)
  -10%	i	0.7	3.1%	-2.2%	-2%	0%	18%	/	/	-3%
Cc1oc(-c2cccs2)nc1CS(=O)CC(=O)NCCc1ccccc1 (configuration not stated)
  -5%	i	2.1	-1.3%	-3.3%	-3%	?	5%	/	/	-3%
Cc1ccc(C)c(C(=O)N2CCN(c3ncccn3)CC2)c1
  -7%	i	1.0	0.0%	/	1%	1%	1%	839*	57*	-8%
COc1cc(S(=O)(=O)N2CCCCCC2)c(OC)cc1Br
  -5%	i	0.7	1.4%	-1.7%	4%	4%	-16%	/	/	4%
COCCNC(=O)C1(C)Oc2ccccc2NC1=O (configuration not stated)
  -10%	i	1.4	0.3%	-7.6%	-2%	0%	10%	835	3	-3%
COC(=O)C1CN(C(=O)C(C)Oc2cccc(C)c2C)c2ccccc2O1 (configuration not stated)
  -6%	i	0.5	-1.7%	/	-2%	15%	5%	409	3	-11%
N#Cc1c(NCCN)nc(-c2ccco2)c2c1CCCC2
  -2%	i	1.1	2.2%	-1.5%	0%	14%	1%	770	6	-6%
Cc1c(C(=O)Nc2c(N)nc(SCC(=O)NCC3CCCO3)[nH]c2=O)cccc1[N+](=O)[O-] (configuration not stated)
  -5%	i	1.5	-1.4%	/	4%	3%	2%	676	18	-10%
COc1cc(C(=O)NCc2ccccc2)ccc1OC(F)F
  2%	i	0.7	0.6%	-16%	12%	2%	10%	654	5	-9%
COc1cccc(C2C(C(=O)OC(C)C)=C(C)N=c3s/c(=C\c4ccc(C(=O)O)cc4)c(=O)n32)c1 (configuration not stated)
  8%	i	0.5	39%	/	4%	15%	-17%	774	-12	1%
O=C(Nc1cc(-c2ccccc2)sc1C(=O)O)c1cccc(F)c1
  3%	i	0.4	51%	/	4%	22%	1%	826	-10	14%
O=C(Oc1ccc(N2C(=O)CCC2=O)cc1)c1ccccc1
  -3%	i	0.1	-0.9%	-5.7%	3%	11%	8%	769	1	-7%
COc1cc(S(=O)(=O)Nc2cccnc2)ccc1Cl
  -13%	i	0.4	0.3%	/	-6%	18%	15%	/	/	-8%
C/C(CC(=O)Nc1ccc2c(c1)OCCO2)=N\NC(=O)COc1ccc(C)cc1
  2%	i	0.7	-0.6%	/	-1%	4%	-13%	786	-15	2%
O=C1CN(C(=O)CNC(=O)c2cccc(Cl)c2)c2ccccc2N1
  -5%	i	0.6	0.0%	3.1%	-1%	8%	6%	714	8	-4%
Cc1cc2cc(CNC(=O)c3ccc(S(=O)(=O)N(C)C)cc3)ccc2n1C
  -6%	i	4.1	11%	-3.6%	6%	38%	11%	563	-11	18%
O=C(N/N=C/c1ccc([N+](=O)[O-])cc1)c1cccc(N2CCCC2=O)c1
  -2%	i	0.7	-0.5%	/	-1%	0%	18%	785	-1	-2%
COc1cc(OC)cc(C(=O)NCCN2C(=O)S/C(=C\c3cccs3)C2=O)c1
  1%	i	0.3	0.9%	-9.2%	-3%	1%	17%	721	-2	8%
CN(C)NC(=S)NC1CC2CCC1C2 (configuration not stated)
  -6%	i	0.4	-0.9%	/	10%	-8%	1%	705	1	-3%
Cc1ccc(Nc2ncnc3c2nnn3Cc2ccccc2)cc1
  0%	i	0.8	-1.6%	/	-5%	2%	-22%	771	1	/
O=C(COc1ccccc1)NCC1COc2ccccc2O1 (configuration not stated)
  -7%	i	0.8	-0.4%	/	7%	-11%	0%	633	20	-6%
CCc1ccc(NC(=O)N(Cc2ccco2)C(C)c2cccs2)cc1 (configuration not stated)
  -5%	i	15	-0.4%	-9.1%	0%	-1%	7%	/	/	0%
COc1ccc(C(C)NC(=O)c2ccncc2)cc1OC (configuration not stated)
  -11%	i	1.2	0.0%	/	-5%	11%	12%	858	-1	0%
Cc1cccc(C)c1OCc1cc(C(=O)N2CCN(Cc3nccn3C)CC2)no1
  -13%	i	3.7	0.3%	/	9%	-2%	2%	779	7	3%
O=C(N/N=C\c1c[nH]c2ccccc12)c1ccc(O)cc1
  -3%	i	0.8	-1.3%	/	0%	3%	6%	861	14	-3%
O=C1CCCCCN1CP(=O)(O)CCc1ccccc1
  -11%	i	1.6	-2.7%	-7.1%	-4%	7%	2%	/	/	2%
C/C(CCc1oc2ccccc2c1-c1ccc(C)o1)=N/O
  0%	i	0.8	-1.6%	-3.1%	-3%	-13%	10%	696	-32	-8%
COc1ccc(C(=O)NCCN2C(=O)S/C(=C\c3cccnc3)C2=O)c(OC)c1OC
  -2%	i	0.4	0.2%	1.2%	2%	-6%	7%	710	-2	1%
CCCCOC(=O)CSC(=S)N(C)Cc1cccs1
  0%	i	0.2	0.1%	-8.9%	-6%	-6%	-11%	666	-4	1%
Cc1ccc(/C=C2\SC(=S)N(CCC(=O)Nc3cccnc3)C2=O)cc1
  -2%	i	0.5	12%	/	0%	26%	-29%	862	11	1%
Cc1cc2oc(C(=O)NCc3ccc(S(N)(=O)=O)cc3)c(C)c2cc1C
  -5%	i	0.9	1.3%	-5.7%	7%	47%	-10%	687	-9	-6%
COC(=O)C1(C)NC(c2cccc(C)c2)C2C(=O)N(c3ccc(F)cc3)C(=O)C21 (configuration not stated)
  -6%	i	2.0	2.9%	/	12%	6%	6%	791	-1	1%
COc1cc(C(=O)NC(=S)Nc2ccc(Cl)c(C(=O)O)c2)cc(OC)c1OC
  -4%	i	0.6	-4.2%	-3.9%	0%	6%	2%	/	/	1%
COc1ccc(OC)c(NC(=O)c2cnc(Nc3ccccc3OC)c3ccccc23)c1
  6%	?	/	9.7%	-4.9%	0%	39%	-11%	/	/	-7%
CCn1c(COc2ccc(OC)cc2)nc2ccccc21
  -9%	i	0.9	1.7%	-5.7%	4%	1%	-50%	/	/	2%
CCN1C(=O)c2ccc(C(=O)Nc3ccc4c(c3)OCO4)cc2C1=O
  -7%	i	1.7	2.4%	/	5%	17%	-7%	856	-3	-6%
Cc1cc(CN(C)Cc2ccc(OCC(O)CN(C)Cc3ccccc3)cc2)on1 (configuration not stated)
  -7%	?	/	0.5%	-5.1%	-2%	-2%	8%	679	3	-2%
